USP1 inh = inhibitors of human USP1/UAF1 deubiquitinase | recombinant USP1/UAF1, Ub-Rhodamine cleavage fluorescence | AID 743255 | O94782 | Potency, µM (highest dose often 57.1 µM), inactives show at the highest dose activity change, negative = inhibition, usual class: inhibitors | 390,000 tested, 0.23% active; also: potency is read from the fitted curve at half-maximal effect; % is scaled to controls: 0 for no effect and ±100 for the full control effect; nearly all actives have a fitted effect of over 60% in size; inactives centre near -12
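USP1/UAF1 complex (1 nM) preincubated 15 min at room temperature with compound, then Ub-Rho substrate (150 nM final) added. Kinetic fluorescence at 480/540 nm over 6 reads at 60 s intervals; 50 mM HEPES pH 7.8, 0.5 mM EDTA, 0.1 mg/ml BSA, 1 mM TCEP, 0.01% Tween-20.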
IDH1 R132H inh = inhibitors of human mutant IDH1 R132H; O75874; IDH1-R132H enzyme, NADPH consumption, diaphorase/resazurin fluorescence; Potency, µM (titrated, usually from 76.6 µM), for the others: at the highest dose activity change, negative = inhibition, hits mostly inhibitors; 390,000 tested, 0.093% active; AID 602179; also: potency is read from the fitted curve at half-maximal effect; % is scaled to controls: 0 for no effect and ±100 for the full control effect; nearly all actives have a fitted effect of over 65% in size
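IDH1-R132H (0.5 ug/mL) preincubated 30 min with compound, then NADPH (0.016 mM) and alpha-KG (2 mM) added; 80 min at RT, pH 7.5. Remaining NADPH coupled via diaphorase/resazurin to fluorescence (540/590 nm); concentration-response curves normalized to no-enzyme control.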
Vif-A3F inh = inhibitors of Vif-A3F interaction. 390,000 tested, 0.2% active. Potency, µM (highest dose often 46.1 µM), for inactives: at the top dose activity, negative = active. HeLa A3F-eYFP + Vif (tagged APOBEC3F with the HIV-1 protein that degrades it), YFP fluorescence increase; also: potency is read from the fitted curve at half-maximal effect; % of control where 0% means no effect; nearly all actives have a fitted effect of over 65% in size
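HeLa cells stably expressing Vif plus C-terminally eYFP-tagged A3F were seeded, incubated overnight at 37 deg C, dosed with compound, incubated overnight again at 37 deg C. Yellow fluorescence (Ex 488/Em 500-530) reported blocked Vif-mediated A3F-eYFP degradation.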
TrxR1 inh = blocks rat thioredoxin reductase 1 | AID 588453 | Potency, µM (doses to about 114 µM), for the others: at the top dose activity change, negative = inhibition, most hits filed as inhibitors | recombinant rTrxR1, NADPH fluorescence consumption, selenite substrate | 390,000 tested, 1% active; also: potency is read from the fitted curve at half-maximal effect; % is scaled to controls: 0 for no effect and ±100 for the full control effect; nearly all actives have a fitted effect of over 65% in size
Target sequence (O89049 whole entry, looked up): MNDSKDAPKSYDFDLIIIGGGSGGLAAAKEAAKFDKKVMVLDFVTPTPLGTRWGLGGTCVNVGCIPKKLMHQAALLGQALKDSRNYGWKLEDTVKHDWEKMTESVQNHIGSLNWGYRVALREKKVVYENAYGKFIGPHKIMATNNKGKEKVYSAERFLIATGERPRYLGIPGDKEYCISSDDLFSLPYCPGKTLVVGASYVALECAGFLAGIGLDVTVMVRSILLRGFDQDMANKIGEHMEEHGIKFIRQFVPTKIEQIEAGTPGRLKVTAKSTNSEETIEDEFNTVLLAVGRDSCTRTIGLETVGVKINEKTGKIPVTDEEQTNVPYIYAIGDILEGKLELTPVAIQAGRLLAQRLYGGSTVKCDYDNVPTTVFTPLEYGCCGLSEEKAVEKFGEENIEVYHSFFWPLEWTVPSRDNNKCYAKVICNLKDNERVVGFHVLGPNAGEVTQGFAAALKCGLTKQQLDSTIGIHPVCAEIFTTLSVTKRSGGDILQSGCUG
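Rat TrxR1 (90 nM in the dispensed reagent) was pre-reduced with 400 uM NADPH for 5 min at room temperature, then incubated with compound for 15 min. After 400 uM selenite was added, NADPH fluorescence (Ex 340/Em 450 nm) was followed for 8 min.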
LDHA inh = LDHA (human) enzyme inhibition; P00338; purified LDHA, NADH/diaphorase-resazurin fluorescence; hits give low values; activity change, % (values are at about 110 or 230 µM); 480,000 tested, 0.15% active; AID 1347041; in the data active = activity change below about -30%; inconclusive = mostly about -25% to -30%;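 also: plate controls were DMSO wells for no effect and wells without enzyme for full effect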
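Human LDH5 at 2 nM final in Tris HCl pH 7.4 with 0.06 mM NADH and 0.2 mM pyruvate, reacted 5 minutes at room temperature. Remaining NADH coupled via diaphorase/resazurin; resorufin fluorescence read at 0 and 20 minutes, normalized to enzyme-free and DMSO wells.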
GRP78 ERSR act = inducers of ER stress response in human glioma cells; Potency, µM, for the others: top-dose activation, actives largely listed as activators; 420,000 tested, 0.02% active; U87-MG GRP78 promoter luciferase reporter, 16 h; also: potency is read from the fitted curve at half-maximal effect; series mostly up to about 76 µM; % of control where 0% means no effect; nearly all actives have a fitted effect of over 35% in size
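ERSR induction read as luciferase luminescence (Bright-Glo, 10 min at room temperature) in stably transfected human U87-MG glioma cells exposed to compounds for 16 h, using GRP78 as sensor.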
RGS4 inh = human RGS4 inhibition. Transcreener GDP fluorescence polarization, RGS4-accelerated GTP hydrolysis. 390,000 tested, 0.039% active. Potency, µM (series often up to 114 µM), for inactives: at the highest dose activity change, negative = inhibition, actives largely listed as inhibitors; also: potency is read from the fitted curve at half-maximal effect; % is scaled to controls: 0 for no effect and ±100 for the full control effect; nearly all actives have a fitted effect of over 75% in size; some results filed as inactive show a strong effect at the top dose
Target sequence (P49798 whole entry, looked up): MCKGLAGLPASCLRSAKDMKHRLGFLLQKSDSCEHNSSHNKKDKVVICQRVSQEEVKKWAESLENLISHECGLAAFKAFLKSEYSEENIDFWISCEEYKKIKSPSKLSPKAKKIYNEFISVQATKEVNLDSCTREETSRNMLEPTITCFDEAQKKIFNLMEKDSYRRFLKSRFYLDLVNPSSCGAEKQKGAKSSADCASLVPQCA
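MLSMR compounds (23 nl, pin-transferred) preincubated 10 min at room temperature with a 500nM (2x) first reagent, then RGS4 at 900nM (2x) plus Transcreener GDP mix added; fluorescence polarization (620/688 nm) read before and after 90 min at 30 °C.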
Vif-A3G inh = blocks the Vif interaction with human APOBEC3G | Q9HC16 | HeLa A3G-eYFP + Vif (tagged APOBEC3G with the HIV-1 protein that degrades it), YFP fluorescence, overnight | Potency, µM (titrated, usually from 46.1 µM), without a hit: at the top dose activity, negative = active, usual class: inhibitors | 410,000 tested, 0.076% active | AID 602310;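 also: potency is read from the fitted curve at half-maximal effect; % is scaled to controls: 0 for no effect and ±100 for the full control effect; nearly all actives have a fitted effect of over 60% in size; hits raise eYFP signal because A3G escapes Vif-driven loss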
Target sequence (Q9HC16 whole entry, looked up): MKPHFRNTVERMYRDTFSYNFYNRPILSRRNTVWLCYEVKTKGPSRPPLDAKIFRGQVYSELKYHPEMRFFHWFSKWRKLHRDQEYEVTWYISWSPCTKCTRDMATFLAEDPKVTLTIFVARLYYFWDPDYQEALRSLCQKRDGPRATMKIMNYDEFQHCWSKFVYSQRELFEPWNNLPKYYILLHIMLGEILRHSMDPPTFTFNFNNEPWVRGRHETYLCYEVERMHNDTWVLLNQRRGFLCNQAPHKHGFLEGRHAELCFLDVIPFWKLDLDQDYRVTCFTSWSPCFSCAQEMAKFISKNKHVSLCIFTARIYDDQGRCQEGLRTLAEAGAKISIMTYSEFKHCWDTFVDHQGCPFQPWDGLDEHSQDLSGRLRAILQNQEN
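Read-out is eYFP fluorescence (Ex 488/Em 500-530) from Vif-expressing HeLa A3G-eYFP cells; more signal means A3G escaped Vif-mediated degradation. Cells plated overnight, compound pinned in, incubated overnight at 37 deg C.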
TrxR1 substrate = rat thioredoxin reductase 1 substrate activity; O89049; purified TrxR1 substrate turnover, NADPH consumption readout; Potency, µM (top dose mostly 114 µM), without a hit: top-dose activity change, negative = substrate turnover; 390,000 tested, 0.01% active; AID 588456; also: potency is read from the fitted curve at half-maximal effect; % is scaled to controls: 0 for no effect and ±100 for the full control effect; nearly all actives have a fitted effect of over 50% in size
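Rat TrxR1, dispensed at 90 nM, was prereduced with 400 uM NADPH (final) for 5 min at ~22 deg C, then incubated with compound 15 min before 400 uM selenite. A first-read NADPH fluorescence drop versus no-compound background flagged substrates.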
Numbers without * were called inactive; [ ] = remark or other dose. Unless noted, calls follow the shape of the dose curve; as a rule, active = well fitted curve in the direction sought with a large enough effect; inconclusive = small, poorly fitted or top-dose-only effect, or another doubt; inactive = no such curve, though single readings can be large; an effect the other way counts as inactive or inconclusive. An excerpt; count on the stated rates, not on these rows.

How did Cc1cc2c(cc1S(=O)(=O)NCc1ccc(Cl)cc1)OCC(=O)N2 do in these assays?
USP1 inh: -26%; IDH1 R132H inh: 10%; Vif-A3F inh: 0%; TrxR1 inh: 5%[57.1 µM]; LDHA inh: -4; GRP78 ERSR act: -6%; RGS4 inh: -3%; Vif-A3G inh: 1%; TrxR1 substrate: 3%[57.1 µM]

How did CN(C)Cc1nc2ccccc2c(=O)n1Cc1nc(C(C)(C)C)cs1 do in these assays?
USP1 inh: -13%; IDH1 R132H inh: 15%; Vif-A3F inh: -16%; TrxR1 inh: 22%[11.4 µM]; LDHA inh: -1; GRP78 ERSR act: 1%; RGS4 inh: -6%; Vif-A3G inh: 2%; TrxR1 substrate: 10%[57.1 µM]

What do the screens show for `CC(=O)c1ccc(NC(=O)CS(=O)(=O)c2cn(CC(=O)N3CCOCC3)c3ccccc23)cc1`?
USP1 inh: -16%; IDH1 R132H inh: -6%; Vif-A3F inh: 0%; TrxR1 inh: -2%; LDHA inh: -17; GRP78 ERSR act: -2%; RGS4 inh: -7%; Vif-A3G inh: -7%; TrxR1 substrate: 1%

Results for COc1ccc2ncc(S(=O)(=O)c3ccccc3)c(N3CCN(c4ccccc4)CC3)c2c1 ?
USP1 inh: -20%; IDH1 R132H inh: 2%; Vif-A3F inh: 3%; TrxR1 inh: -13%; LDHA inh: -1; GRP78 ERSR act: -2%; RGS4 inh: -11%; Vif-A3G inh: -7%; TrxR1 substrate: -11%

How did CCCNC(=O)CSc1c2c(nc3ccc(Cl)cc13)CCCC2 do in these assays?
USP1 inh: inconclusive; IDH1 R132H inh: -7%; Vif-A3F inh: -10%; TrxR1 inh: -1%; LDHA inh: -2; GRP78 ERSR act: -10%; RGS4 inh: 7%; Vif-A3G inh: -26%; TrxR1 substrate: -1%

What do the screens show for `Nc1nc(C23CC4CC(CC(C4)C2)C3)cs1`?
USP1 inh: -6%; IDH1 R132H inh: 2%; Vif-A3F inh: 0%; TrxR1 inh: 9%; LDHA inh: -2; GRP78 ERSR act: -1%; RGS4 inh: -12%; Vif-A3G inh: -6%; TrxR1 substrate: 8%

What do the screens show for `C#Cc1ccc([C@@H]2C=C(C(=O)NC3CC3)O[C@H](OCc3ccc(CO)cc3)C2)cc1`?
USP1 inh: -27%; IDH1 R132H inh: -13%; Vif-A3F inh: 1%; TrxR1 inh: 26%; LDHA inh: 3; GRP78 ERSR act: 4%; RGS4 inh: 6%; Vif-A3G inh: -1%; TrxR1 substrate: 11%

Results for COc1ccc(NS(=O)(=O)c2ccc3nc(COc4ccc5ccccc5c4)[nH]c3c2)cc1 ?
USP1 inh: -23%; IDH1 R132H inh: 6%; Vif-A3F inh: -8%; TrxR1 inh: -4%; LDHA inh: 4; GRP78 ERSR act: -4%; RGS4 inh: -24%; Vif-A3G inh: -8%; TrxR1 substrate: -4%

How did COc1ccc(Br)cc1CN1CCCCCCC1 do in these assays?
USP1 inh: -22%; IDH1 R132H inh: 6%; Vif-A3F inh: -3%; TrxR1 inh: 9%; LDHA inh: -30*; GRP78 ERSR act: -2%; RGS4 inh: 24%; Vif-A3G inh: -9%; TrxR1 substrate: 10%

How did COc1ccc(CC(=O)Nc2ccc(F)c(S(=O)(=O)N3CCOCC3)c2)cc1 do in these assays?
USP1 inh: -19%; IDH1 R132H inh: 4%; Vif-A3F inh: 3%; TrxR1 inh: 9%; LDHA inh: -4; GRP78 ERSR act: -5%; RGS4 inh: 15%; Vif-A3G inh: 0%; TrxR1 substrate: -1%

What do the screens show for `Cn1nccc1NC(=O)CC1(CC(=O)O)CCCCC1`?
USP1 inh: -19%; IDH1 R132H inh: 16%; Vif-A3F inh: 0%; TrxR1 inh: 23%; LDHA inh: -1; GRP78 ERSR act: -3%; RGS4 inh: 12%; Vif-A3G inh: 2%; TrxR1 substrate: 4%

What do the screens show for `CCOC(=O)C(C)Oc1ccsc1C(=O)OC` (stereo not drawn)?
USP1 inh: -15%; IDH1 R132H inh: 3%; Vif-A3F inh: -9%; TrxR1 inh: 28%; LDHA inh: -7; GRP78 ERSR act: -1%; RGS4 inh: 6%; Vif-A3G inh: 0%; TrxR1 substrate: 8%

What do the screens show for `O=c1nccc(N/N=C/c2ccccc2O)[nH]1`?
USP1 inh: -5%; IDH1 R132H inh: 1%; Vif-A3F inh: 2%; TrxR1 inh: -15%; LDHA inh: 2; GRP78 ERSR act: -6%; RGS4 inh: -28%; Vif-A3G inh: -6%; TrxR1 substrate: -10%

How did Cn1c(=O)c2c(nc(NCCc3ccccc3)n2Cc2cccc(Br)c2)n(C)c1=O do in these assays?
USP1 inh: inconclusive; IDH1 R132H inh: 0%; Vif-A3F inh: 0%; TrxR1 inh: 20%; LDHA inh: -10; GRP78 ERSR act: -1%; RGS4 inh: 7%; Vif-A3G inh: -4%; TrxR1 substrate: -3%

How did O=C(CSc1ccc(-c2ccccn2)nn1)NC1CCCCC1 do in these assays?
USP1 inh: -15%; IDH1 R132H inh: 4%; Vif-A3F inh: -2%; TrxR1 inh: 18%[57.1 µM]; LDHA inh: -5; GRP78 ERSR act: -5%; RGS4 inh: -8%; Vif-A3G inh: 2%; TrxR1 substrate: 7%[57.1 µM]

What do the screens show for `CN1CCN(S(=O)(=O)c2cccc3nsnc23)CC1`?
USP1 inh: -11%; IDH1 R132H inh: -5%; Vif-A3F inh: -3%; TrxR1 inh: -23%; LDHA inh: -10; GRP78 ERSR act: -1%; RGS4 inh: 14%; Vif-A3G inh: 0%; TrxR1 substrate: -17%

What do the screens show for `COc1ccc(N(C(=O)CNC(=O)c2cccs2)C(C(=O)NCC2CCCO2)c2ccccc2)cc1OC` (stereo not drawn)?
USP1 inh: -8%; IDH1 R132H inh: 7%; Vif-A3F inh: 11%; TrxR1 inh: 34%[57.1 µM]; LDHA inh: 1; GRP78 ERSR act: -1%; RGS4 inh: -18%; Vif-A3G inh: 1%; TrxR1 substrate: -17%[57.1 µM]

How did CCOC(=O)c1cccc(NC(=O)C2CCCN(c3nnc(C)c4c(C)n(-c5ccccc5)nc34)C2)c1 (stereo not drawn) do in these assays?
USP1 inh: -23%; IDH1 R132H inh: 0%; Vif-A3F inh: -3%; TrxR1 inh: 15%; LDHA inh: -3; GRP78 ERSR act: 1%; RGS4 inh: 5%; Vif-A3G inh: -2%; TrxR1 substrate: 3%

Results for O=C(c1cccc(N2C(=O)C3C4C=CC(C4)C3C2=O)c1)N1CCN(c2ccccc2F)CC1 (stereo not drawn) ?
USP1 inh: -25%; IDH1 R132H inh: 9%; Vif-A3F inh: 0%; TrxR1 inh: -6%; LDHA inh: 0; GRP78 ERSR act: -6%; RGS4 inh: -2%; Vif-A3G inh: -7%; TrxR1 substrate: -2%

What do the screens show for `CCOCCCNC(=O)c1ccc2c(c1)ncn2-c1ccc(C)cc1C`?
USP1 inh: -12%; IDH1 R132H inh: -14%; Vif-A3F inh: 3%; TrxR1 inh: 18%; LDHA inh: -6; GRP78 ERSR act: 0%; RGS4 inh: -37%[56.9 µM]; Vif-A3G inh: 2%; TrxR1 substrate: -2%

Next part (two carried over from the part before).
Results for O=C(c1cccc(N2C(=O)C3C4C=CC(C4)C3C2=O)c1)N1CCN(c2ccccc2F)CC1 (stereo not drawn) ?
USP1 inh: -25%; IDH1 R132H inh: 9%; Vif-A3F inh: 0%; TrxR1 inh: -6%; LDHA inh: 0; GRP78 ERSR act: -6%; RGS4 inh: -2%; Vif-A3G inh: -7%; TrxR1 substrate: -2%

What do the screens show for `CCOCCCNC(=O)c1ccc2c(c1)ncn2-c1ccc(C)cc1C`?
USP1 inh: -12%; IDH1 R132H inh: -14%; Vif-A3F inh: 3%; TrxR1 inh: 18%; LDHA inh: -6; GRP78 ERSR act: 0%; RGS4 inh: -37%[56.9 µM]; Vif-A3G inh: 2%; TrxR1 substrate: -2%

How did O=C(C#Cc1ccccc1)Nc1ccccc1F do in these assays?
USP1 inh: -13%; IDH1 R132H inh: 3%; Vif-A3F inh: -4%; TrxR1 inh: -26%; LDHA inh: -11; GRP78 ERSR act: inconclusive; RGS4 inh: 19%; Vif-A3G inh: inconclusive; TrxR1 substrate: -2%

Results for CC(O)CNC(=O)C1CCN(Cc2ccc(OCc3ccccc3)cc2)CC1 (stereo not drawn) ?
USP1 inh: -8%; IDH1 R132H inh: 1%; Vif-A3F inh: 5%; TrxR1 inh: -8%[57.1 µM]; LDHA inh: -17; GRP78 ERSR act: 6%; RGS4 inh: -19%; Vif-A3G inh: -2%; TrxR1 substrate: 5%[57.1 µM]

What do the screens show for `Cc1cc(=O)n2nc(N3CCC(C(=O)NCc4cccnc4)CC3)sc2n1`?
USP1 inh: -8%; IDH1 R132H inh: 5%; Vif-A3F inh: -32%; TrxR1 inh: 11%; LDHA inh: -6; GRP78 ERSR act: -3%; RGS4 inh: 17%; Vif-A3G inh: 1%; TrxR1 substrate: 5%

Results for Cc1cc(-c2nnc(SCC(=O)Nc3ccc(Br)cc3F)n2N)n[nH]1 ?
USP1 inh: -23%; IDH1 R132H inh: -6%; Vif-A3F inh: -6%; TrxR1 inh: -1%; LDHA inh: -1; GRP78 ERSR act: -4%; RGS4 inh: -14%; Vif-A3G inh: 0%; TrxR1 substrate: -3%
